NCOA3 inh: inhibitors of human steroid receptor coactivator 3 (SRC3). Q9Y6Q9. 360,000 tested, 0.17% active. HEK293 GAL4-SRC3 luciferase reporter, luminescence. inhibition, % at 3.6 µM;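 active = inhibition above a per-campaign cutoff, the mean of all compounds plus 3 SD, cut at about 60% in these data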;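 note: 0% = DMSO-treated cells and 100% = gossypol-treated cells at 36 µM; higher means less SRC3-driven luciferase light from the GAL4 reporter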
COUP-TFII inh: NR2F2 (human) inhibition, primary screen | P24468 | inhibition, % at 8.6 µM | 370,000 tested, 0.7% active | HEK293T NGFI-A luciferase reporter, luminescence | AID 686940;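 active = inhibition above a per-plate cutoff, mean inhibition of test wells between control levels plus 3 SD, cut at about 38% in these data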;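 note: cells cotransfected with COUP-TFII expression vector driving the NGFI-A reporter; 0% = median of COUP-TF2 test wells and 100% = reporter-only cells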
TLR9-MyD88 inh: blocks human TLR9 binding to MyD88; Q9NR96+Q99836; CHO BLA complementation TLR9-MyD88, CCF4 FRET ratio; inhibition, % at 4.98 µM; 340,000 tested, 0.21% active;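 active = inhibition above the mean over all tested compounds plus 3 SD, cut at about 21% in these data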;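 note: 0% = DMSO only wells and 100% = clavulanate BLA inhibitor control wells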
MC4R antagonist: blocks human MC4R cAMP signaling. P32245. MC4R-expressing cells, MTII-stimulated cAMP, LANCE TR-FRET. inhibition, % at 6.5 µM. 360,000 tested, 0.48% active. AID 540295;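 active = inhibition above its plate's cutoff, the mean of tested wells on that plate plus 3 SD, cut at about 29% in these data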;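 note: 0% = Melanotan II alone and 100% = Melanotan II plus saturating MCL0020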
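Assay system: U2OS-MC4R stable cell line; Also added: Melanotan II; Technique: Eu-cAMP/anti-cAMP TR-FRET, emission 671 nm; Times: 30-min compound, 1-h challenge, 1-h detection, room temperature.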
MC4R barr agon: agonists of human melanocortin 4 receptor (MC4R) beta-arrestin; U2OS MC4R beta-arrestin complementation, luminescence; percent of melanotan II response, DMSO zero; activation, % at 8.9 µM; 360,000 tested, 0.98% active;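 active = activation above a per-plate cutoff, the mean activation of sample wells on that plate plus 3 SD, cut at about 8% in these data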
NOD2-RIPK2 inh: inhibitors of human NOD2-RIPK2 interaction; O43353; CHO BLA complementation NOD2-RIPK2, CCF4 ratio; inhibition, % at 4.98 µM; 360,000 tested, 0.38% active; AID 624267; in the data active = inhibition above about 21%;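 note: 0% = vehicle only and 100% = reference blocker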
Target sequence (O43353 whole entry, looked up): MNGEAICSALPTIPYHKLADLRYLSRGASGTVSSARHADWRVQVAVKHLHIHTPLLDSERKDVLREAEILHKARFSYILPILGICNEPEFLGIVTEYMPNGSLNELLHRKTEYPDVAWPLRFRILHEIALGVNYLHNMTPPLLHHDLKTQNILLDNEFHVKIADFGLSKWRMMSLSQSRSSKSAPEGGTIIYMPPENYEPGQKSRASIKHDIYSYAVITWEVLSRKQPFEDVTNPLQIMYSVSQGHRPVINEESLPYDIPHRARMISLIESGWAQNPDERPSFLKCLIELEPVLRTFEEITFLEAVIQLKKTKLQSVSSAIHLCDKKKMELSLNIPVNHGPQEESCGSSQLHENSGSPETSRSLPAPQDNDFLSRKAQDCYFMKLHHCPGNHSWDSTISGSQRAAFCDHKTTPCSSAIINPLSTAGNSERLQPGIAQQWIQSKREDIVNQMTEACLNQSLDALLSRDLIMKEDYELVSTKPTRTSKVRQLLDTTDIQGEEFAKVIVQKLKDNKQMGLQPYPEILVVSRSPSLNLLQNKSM
SRC1 inh: human NCOA1 inhibition | Q15788 | HEK293 GAL4-SRC1 luciferase reporter, luminescence | inhibition, % at 3.6 µM | 360,000 tested, 0.12% active;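 active = inhibition above the campaign mean plus 3 SD, with each screening campaign given its own cutoff, cut at about 60% in these data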;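 note: 0% = DMSO treated cells and 100% = gossypol at 36 µM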
NCOA2 inhibitor: human SRC2 (NCOA2) inhibition; Q15596; HEK293 GAL4-SRC2 luciferase reporter, luminescence; inhibition, % at 9 µM; 370,000 tested, 0.17% active; AID 651957;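 active = inhibition above the mean inhibition of all tested compounds plus 3 SD, set per campaign, cut at about 52% in these data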;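 note: 0% = DMSO treated cells and 100% = cells given Gossypol at 36 µM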
ABHD5 PLIN5 PPI: blocks binding of human ABHD5 to perilipin-5 | Q00G26+Q8WTS1 | Split G. princeps luciferase complementation, luminescence, 4 h | inhibition, % at 4 µM | 360,000 tested, 0.78% active | AID 602281;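 active = inhibition above the mean inhibition across every tested compound plus 3 SD, cut at about 22% in these data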;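 note: 0% = DMSO only wells and the 100% control is not disclosed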
LRH-1 inv ag: suppresses constitutive activity of human LRH-1; O00482; HEK293T StAR-luciferase reporter, LRH-1 transfected, 24 h; inhibition, % at 3.6 µM; 360,000 tested, 0.13% active;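 active = inhibition above the mean inhibition of all tested compounds plus 3 SD, cut at about 73% in these data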;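 note: 0% = DMSO wells and 100% = reporter-only cells lacking LRH-1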
Target sequence (O00482 whole entry, looked up): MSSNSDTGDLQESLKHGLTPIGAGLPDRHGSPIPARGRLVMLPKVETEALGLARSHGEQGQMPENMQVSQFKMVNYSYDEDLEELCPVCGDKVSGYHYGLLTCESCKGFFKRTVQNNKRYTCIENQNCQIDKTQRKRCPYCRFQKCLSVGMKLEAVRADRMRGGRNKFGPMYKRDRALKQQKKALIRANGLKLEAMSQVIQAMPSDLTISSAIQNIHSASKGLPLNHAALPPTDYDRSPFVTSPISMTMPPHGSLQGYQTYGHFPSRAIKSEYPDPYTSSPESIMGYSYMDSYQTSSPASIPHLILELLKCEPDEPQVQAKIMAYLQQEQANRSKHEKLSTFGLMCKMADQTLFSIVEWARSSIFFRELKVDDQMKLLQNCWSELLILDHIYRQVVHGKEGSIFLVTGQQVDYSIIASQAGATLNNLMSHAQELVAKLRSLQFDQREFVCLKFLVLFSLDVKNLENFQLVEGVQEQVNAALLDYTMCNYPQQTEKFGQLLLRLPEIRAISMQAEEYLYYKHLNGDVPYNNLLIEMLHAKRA
EBV LMP1 NFkB: reduces LMP1-driven NF-kappaB luciferase signal; inhibition, % at 12.5 µM; LMP1-induced NF-kappaB luciferase reporter cells, luminescence; AID 504558; 350,000 tested, 0.69% active; in the data active = inhibition above about 41%;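 note: 0% = neutral control wells and 100% = reference inhibitor control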
Starred values were filed as active, the others as inactive; / = not tested or not shown. Not all compounds are listed; the hit share may differ from the screen's.

NCOA3 inh,COUP-TFII inh,TLR9-MyD88 inh,MC4R antagonist,MC4R barr agon,NOD2-RIPK2 inh,SRC1 inh,NCOA2 inhibitor,ABHD5 PLIN5 PPI,LRH-1 inv ag,EBV LMP1 NFkB,smiles
-20.3,10.4,-3.5,-8.5,-0.7,-12.5,13.0,-3.1,12.8,9.0,3.2,CC(=O)N1[C@@H]2CC3C4CC=C5C[C@@H](O)CC[C@]5(C)C4CC[C@]3(C)[C@@]21C(C)=O (stereo not given in full)
-37.6,-0.7,16.0,1.8,-3.8,-3.8,-5.0,-28.1,0.4,6.3,7.2,Cc1ccc(C(=O)NN2CCOCC2)cc1[N+](=O)[O-]
-3.5,4.5,-10.2,9.8,0.7,-10.0,7.9,-7.9,-3.9,-3.6,-5.8,CCOC(=O)C1=C(N)OC2=C(C(=O)CCC2)C1c1ccc2c(c1)OCO2 (stereo not given)
5.8,-7.8,-0.8,10.7,0.4,-3.2,-3.7,-12.6,2.6,-5.1,-5.5,CC(C)Cc1nc(N2CCCCC2)c(C#N)c2c1CCC2
18.8,-2.1,4.4,10.0,-1.8,3.6,0.4,4.9,-4.1,9.6,-11.4,CCc1ccccc1NC(=S)N(CCCN1CCN(C)CC1)Cc1cccs1
12.2,21.4,-3.8,-6.8,-3.7,6.2,-4.2,3.3,-13.1,2.4,6.2,COc1cc(/C=C2\SC(c3ccccc3)=NC2=O)cc(Cl)c1O
4.7,-6.1,2.5,-4.1,-0.1,-4.9,-38.0,-6.7,6.1,-10.2,-6.9,Cc1ccc(OCC(=O)NCc2ccccc2)c([N+](=O)[O-])n1
-12.6,5.3,2.3,-6.1,-0.1,-3.8,-14.6,-16.1,-4.7,-4.3,-1.7,O=[N+]([O-])c1cccc(-c2c(-c3ccccc3)ncc3cc(F)ccc23)c1
10.6,10.2,0.3,4.8,-1.4,-12.4,-4.2,3.5,1.1,10.2,-6.2,Cn1c(=O)c2c(n(C)c1=O)=NC1(CCCCC1)N=2
/,8.6,/,/,/,1.0,/,4.1,5.1,22.7,/,Cc1ccc(CN2C(=O)c3ccccc3C2c2nnnn2-c2ccc3c(c2)OCCO3)cc1 (stereo not given)
-32.9,-13.9,-2.2,12.6,-1.4,6.9,-18.0,-25.4,0.1,-64.2,1.1,O=C(O)c1ccc(COc2cccc(CO)c2)cc1
8.8,-1.3,-0.1,0.4,-1.6,-14.3,0.6,-4.3,-3.7,15.4,-12.2,CCOc1cc(/C=C(\C#N)C(=O)Nc2ccc(S(N)(=O)=O)cc2)ccc1OCCN1CCOCC1
-16.1,-0.4,-3.8,1.1,-1.1,-10.8,3.6,-31.8,1.2,4.4,0.5,COc1cc(OC)c2c(c1)S(=O)(=O)C(c1ccccc1)=C2N
14.8,4.9,-17.2,11.8,2.7,-6.0,3.2,15.5,2.7,-1.1,11.5,Cc1noc(C)c1COc1ccc(C(=O)Nc2nnc(CC(C)C)s2)cc1
19.8,-5.8,9.0,-28.7,-3.4,3.8,5.6,15.5,-22.1,32.2,13.4,COc1cc(C2C(C#N)=C(C)NC3=C2C(=O)c2ccccc23)cc(OC)c1OC (stereo not given)
-15.3,17.8,/,-11.6,0.3,-2.2,-5.3,-37.7,-3.4,-25.2,/,O=C(NCc1ccc(C(F)(F)F)cc1)c1cccc2c(-c3cccnc3)coc12
-14.0,-14.2,4.7,5.6,2.4,14.2,-19.7,-0.9,-6.1,-0.8,-6.2,CC(C)(C)c1ccc(NC(=O)COC(=O)C2CCCC2)cc1
14.7,-15.3,-10.9,-1.6,-2.7,3.6,-12.4,-3.5,-5.8,1.9,3.0,CCOC(=O)c1oc2ccccc2c1NC(=O)CN1CCN(C)CC1
9.6,4.5,-4.7,19.0,-2.0,-0.7,2.7,-11.9,2.0,-4.9,11.1,CCOc1cc(C(=O)N(CC)CC(=O)Nc2c(F)cccc2F)ccc1OCC(=O)N1CCCCC1
-1.5,5.5,-3.0,-3.2,-2.7,-2.2,-14.8,-27.2,-3.4,11.5,6.9,COc1ccc(C(OC(=O)c2ccco2)C(=O)NCc2ccco2)cc1 (stereo not given)
11.2,-0.1,3.6,-1.4,2.2,-23.4,10.0,4.7,8.7,19.9,-1.4,Cc1ccccc1CNC(=O)c1ccccc1N(C)S(=O)(=O)c1ccccc1
12.6,3.0,1.5,3.0,-2.5,6.5,14.7,-17.9,-0.4,4.3,-2.9,S=C(NCCN1CCOCC1)Nc1cccc2ccccc12
-31.0,-5.5,3.9,1.8,-0.1,-9.1,-4.5,10.7,6.4,-10.0,4.3,Oc1ccc(-c2nc3cnccn3c2Nc2ccc3c(c2)OCCO3)cc1
3.4,-4.3,2.9,0.0,-0.5,-4.7,8.3,-31.5,4.7,13.5,-3.7,Cc1cc(NC(=O)COC(=O)COc2ccc3c(c2)CCC3)no1
-12.6,17.7,-3.6,17.1,-0.9,9.6,6.0,-1.7,0.9,1.4,0.0,CC(=O)Nc1ccc(C(=O)OCc2ccc(Cl)cc2)cc1
9.3,6.9,1.3,-0.3,-0.9,-7.3,8.8,27.7,4.2,9.2,-4.7,COC(=O)CC(NC(=O)c1ccco1)c1cccc2ccccc12 (stereo not given)
10.4,10.7,-21.4,-50.4,-4.0,4.4,0.7,5.2,8.2,29.0,10.9,Cc1cc(C(=O)CCl)c(C)n1-c1cccc([N+](=O)[O-])c1
1.7,-2.1,2.3,2.1,-2.0,-1.0,11.7,-10.9,-3.9,15.5,7.3,COc1ccc(Cl)cc1N(CC(=O)Nc1ccc2c(c1)OCO2)S(C)(=O)=O
9.2,-6.6,-2.5,8.5,2.2,6.9,-5.7,18.5,1.0,15.3,0.8,COc1ccccc1NS(=O)(=O)c1ccc(Cl)c(NC(=O)CN2C(=O)c3ccccc3C2=O)c1
7.7,/,1.5,3.8,0.1,-3.6,0.0,/,-2.9,-25.9,3.1,FC(F)(F)c1cccc(NCc2cn3cccnc3n2)c1
-19.3,5.7,9.3,8.2,0.3,-5.1,4.3,9.5,4.7,4.9,-49.8,O=C(NC(=O)c1cccc(Cl)c1)OC[C@@H]1CCCN2CCCCC12 (stereo not given in full)
-24.5,-17.9,-0.2,-2.8,0.6,-6.9,-38.9,-11.3,-5.9,-38.0,-23.1,CC1CCc2c(sc(NC(=O)c3noc4c3CCCC4)c2C(N)=O)C1 (stereo not given)
-10.1,12.4,-11.8,9.3,-0.1,1.2,-1.6,-3.9,5.9,12.4,6.0,Cc1nn(CC(=O)Nc2ccc(N(C)C)cc2)c(C)c1[N+](=O)[O-]
-6.9,-9.3,0.3,-4.2,2.9,0.6,0.8,27.6,2.2,6.6,2.1,Cc1ccc(S(=O)(=O)NC(C)(C)CSc2ncccn2)cc1
2.2,3.1,0.1,-0.8,-6.2,-4.8,-6.2,13.0,-7.8,14.4,-1.7,Cc1[nH]n2c(=O)cc(-c3ccc([N+](=O)[O-])cc3)nc2c1-c1ccccc1
24.2,3.1,1.6,3.0,-0.3,2.4,7.5,-18.4,2.7,6.3,-0.8,CC(=O)N(Cc1cccs1)Cc1cc2ccc(C)c(C)c2nc1Cl
/,-2.3,/,/,/,-11.1,/,2.2,8.0,-4.2,/,CC1=C(C(=O)N2CCCCCC2)CC(CC(=O)NC2CCCC2)C(=O)N1CCC1=CCCCC1 (stereo not given)
-9.0,-2.3,-7.5,7.8,-1.8,-6.6,-13.0,-7.9,-3.3,-3.2,-1.0,CCn1c(CNC(=O)c2ccccc2Br)nnc1SCC(=O)NC1=NCCS1
-14.1,10.4,-18.1,18.0,0.2,3.1,-78.3,-11.9,-8.5,-10.3,-5.0,CCn1c(SCC(=O)NCc2ccc3c(c2)OCO3)nc2c(c1=O)SCC2
-12.8,-13.5,1.2,-4.2,-2.0,-5.0,-5.9,-12.1,0.5,-6.1,-5.0,COc1ccc(/C=N/NC(=O)c2nonc2N)cc1OC
9.2,-7.9,7.2,5.5,-1.0,-12.9,-4.4,-2.6,1.1,-17.5,-1.0,CCC(C)NC(=O)C(CCSC)NC(=O)c1ccccc1 (stereo not given)
1.2,0.7,-0.3,-8.0,-2.1,-11.6,2.1,-3.3,0.3,11.6,4.1,CCCNC(=O)Nc1cc(OCC)c(N2CCOCC2)cc1OCC
12.1,16.9,3.7,7.9,-5.5,4.6,-0.8,-36.4,-5.1,15.1,9.0,Cc1ccc(NC(=O)c2cc([N+](=O)[O-])ccc2N2CCOCC2)cc1S(=O)(=O)N1CCOCC1
-35.3,-27.7,-5.5,19.4,0.1,-6.3,-30.9,-77.9,-34.7,-33.5,-22.6,O=[N+]([O-])c1ccccc1-c1ccc(C(=S)N2CCCC2)o1
-8.2,9.1,-5.0,16.9,1.3,0.8,-8.8,-18.8,-0.6,-13.2,3.9,CCOc1ccccc1C(=O)NC(C(=O)N(C)c1c(N)n(Cc2ccccc2)c(=O)[nH]c1=O)C(C)C (stereo not given)
3.7,-18.8,-0.3,9.5,-0.8,6.6,-9.6,-16.9,-10.1,-0.9,3.2,Cc1ccc(S(=O)(=O)NCCc2cn3nc(C)c(C)nc3n2)cc1C
1.6,7.8,2.3,-3.9,-0.4,10.4,9.0,-18.9,0.1,8.5,2.0,CC(C)C(=O)N1CCN(c2cc(N3CCN(C)CC3)c(F)cc2[N+](=O)[O-])CC1
6.3,-3.7,-12.2,13.8,-2.5,-7.8,2.7,-8.4,2.0,-10.9,-14.3,Cc1sc2nc(CN(C(=O)NCc3ccccc3)C3CCCC3)[nH]c(=O)c2c1C
22.4,9.8,/,1.2,0.5,-6.4,2.2,8.1,-3.2,1.7,/,O=[N+]([O-])c1ccc2c(c1Nc1ccccc1Cl)=NC1(CCCCC1)N=2
13.5,0.2,-4.8,6.9,1.3,-2.3,5.8,-11.8,-2.6,7.4,-12.2,CC1CCCCN1CC(=O)NCc1ccc2c(c1)OCO2 (stereo not given)
8.8,15.8,-2.1,20.4,-0.9,8.1,-11.6,3.4,1.7,3.9,-0.7,COc1ccc(CNC(=O)CCS(=O)(=O)Cc2cccc(Cl)c2)c(OC)c1
-23.5,6.9,-9.9,23.8,3.3,-10.6,6.8,-31.0,2.0,-5.1,-0.4,Cc1ccc(C)c(NC(=O)C(OC(=O)c2ccc(NC(=O)CC#N)cc2)c2ccccc2)c1 (stereo not given)

Ordered by SMILES length (rising): 3 of the compounds above
NCOA3 inh,COUP-TFII inh,TLR9-MyD88 inh,MC4R antagonist,MC4R barr agon,NOD2-RIPK2 inh,SRC1 inh,NCOA2 inhibitor,ABHD5 PLIN5 PPI,LRH-1 inv ag,EBV LMP1 NFkB,smiles
-16.1,-0.4,-3.8,1.1,-1.1,-10.8,3.6,-31.8,1.2,4.4,0.5,COc1cc(OC)c2c(c1)S(=O)(=O)C(c1ccccc1)=C2N
-31.0,-5.5,3.9,1.8,-0.1,-9.1,-4.5,10.7,6.4,-10.0,4.3,Oc1ccc(-c2nc3cnccn3c2Nc2ccc3c(c2)OCCO3)cc1
12.1,16.9,3.7,7.9,-5.5,4.6,-0.8,-36.4,-5.1,15.1,9.0,Cc1ccc(NC(=O)c2cc([N+](=O)[O-])ccc2N2CCOCC2)cc1S(=O)(=O)N1CCOCC1
